# From PubChem BioAssay
# PG9 binder = binds the HIV-1 gp120 antibody PG9 | TR-FRET gp120-PG9 antibody binding | inhibition, % at 6.7 µM | actives 0.43% (n = 360,000); in the data active means inhibition above about 8.5%
# rCAG binder = molecules binding r(CAG) RNA repeats; AID 651821; r(CAG) RNA repeat, TO-PRO-1 dye displacement fluorescence; inhibition, % at 3 µM; actives 1.3% (n = 370,000);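 active means inhibition above the plate cutoff, the mean of all test compounds on that plate plus 3 SD, cut at about 35% in these data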;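 further: 0% = DMSO alone and 100% = 100 µM mitoxantrone as full dye displacement; higher means more dye released from RNA so lower well fluorescence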
# LEDGF integ inh = blocks HIV-1 LEDGF/p75-dependent DNA integration; TR-FRET IN-LEDGF/p75 DNA integration, Eu/Cy5; inhibition, % at 3.7 µM; actives 0.64% (n = 370,000); AID 743269;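 active means inhibition above the screen-wide mean plus 3 SD, cut at about 13% in these data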;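 further: signal is the Cy5 over europium emission ratio at 671 and 618 nm; 0% = plate median of compound wells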
# TDP2 absorb = blocks human TDP2 phosphodiesterase activity. inhibition, % at 12.8 µM. actives 0.34% (n = 370,000). recombinant TDP2, T5PNP hydrolysis, p-nitrophenol absorbance 415 nm. O95551. AID 720702;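 active means inhibition above the mean of all tested compounds plus 3 SD, set per campaign, cut at about 25% in these data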;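 further: 0% = DMSO with enzyme and 100% = buffer with substrate but no TDP2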
# Target sequence (O95551 whole entry, looked up): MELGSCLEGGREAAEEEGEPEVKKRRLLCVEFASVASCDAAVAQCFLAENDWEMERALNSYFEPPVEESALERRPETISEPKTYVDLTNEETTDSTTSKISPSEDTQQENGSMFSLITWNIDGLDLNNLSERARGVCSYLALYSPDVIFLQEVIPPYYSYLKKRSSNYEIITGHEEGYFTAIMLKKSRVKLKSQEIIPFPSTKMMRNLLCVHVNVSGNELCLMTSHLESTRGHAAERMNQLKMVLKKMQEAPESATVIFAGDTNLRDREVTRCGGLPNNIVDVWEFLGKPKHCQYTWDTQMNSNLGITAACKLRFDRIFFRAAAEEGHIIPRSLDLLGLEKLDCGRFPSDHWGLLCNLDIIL
#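 Assay system: Recombinant human TDP2 | Quantity: 120 nM TDP2 per well | Incubation: 2 h at 37 °C | Signal: Epi absorbance | Evaluation: Percent inhibition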
# SIAE inh = blocks human sialic acid acetylesterase; Q9HAT2; AID 1053197; SIAE FP-Rh probe binding, fluorescence polarization; inhibition, % at 9.66 µM; actives 0.69% (n = 370,000);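 active means inhibition above a cutoff: mean of compounds within the control limits plus 3 SD of those, cut at about 17% in these data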;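 further: 0% = plate median of compound wells and 100% = probe without SIAE protein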
# TCR CD3 inh = human TCR-CD3 binding inhibition | TAMRA-labeled TCR probe fluorescence, biochemical | inhibition, % at 9.4 µM | actives 0.37% (n = 360,000) | AID 651800; in the data active means inhibition above about 19%;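 further: recombinant mutant TCR 2C K166C tagged with TAMRA read by polarization; 0% = receptor in buffer alone and 100% = receptor with positive control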
# PRMT1 FP inh = inhibitors of human PRMT1; inhibition, % at 2.79 µM; actives 1.3% (n = 370,000); recombinant PRMT1, activity-based probe fluorescence polarization;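 active means inhibition above about 21% made by adding two undisclosed values, limit read from the data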
# HTRA1 inhibitor = blocks human HTRA1 serine peptidase. actives 0.5% (n = 340,000). inhibition, % at 5.96 µM. recombinant HTRA1, FP-rhodamine activity-based probe, fluorescence polarization. Q92743; in the data active means inhibition above about 36%;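 further: 0% = enzyme with DMSO and 100% = wells lacking enzyme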
# Target sequence (Q92743 whole entry, looked up): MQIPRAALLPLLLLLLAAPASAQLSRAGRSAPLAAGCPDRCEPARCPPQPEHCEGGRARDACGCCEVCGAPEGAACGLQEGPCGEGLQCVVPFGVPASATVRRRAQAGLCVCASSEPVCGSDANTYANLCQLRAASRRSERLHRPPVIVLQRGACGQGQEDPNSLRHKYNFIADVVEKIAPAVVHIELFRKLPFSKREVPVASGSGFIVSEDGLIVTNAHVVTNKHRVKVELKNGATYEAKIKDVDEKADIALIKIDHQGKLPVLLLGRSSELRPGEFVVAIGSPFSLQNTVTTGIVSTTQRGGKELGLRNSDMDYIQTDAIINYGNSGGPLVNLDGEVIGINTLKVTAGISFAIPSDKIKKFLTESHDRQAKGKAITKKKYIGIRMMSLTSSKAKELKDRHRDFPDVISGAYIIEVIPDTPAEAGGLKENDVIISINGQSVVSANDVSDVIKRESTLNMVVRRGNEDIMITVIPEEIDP
# NR1D1 modulator = Rev-erb alpha (human) modulation | P20393 | Rev-erbα–FITC-DNA binding, fluorescence polarization, 90 min | activity, % at 10 µM | actives 0.79% (n = 370,000) | AID 1259318;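 active means activity above about 14%, limit read from the data; passing the limit was not always enough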;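 further: 0% = DMSO wells with 35 nM protein and 100% = DMSO wells with 750 nM protein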
# mABHD4 FP = inhibitors of mouse ABHD4; actives 0.54% (n = 370,000); purified mABHD4, FP-Rh probe fluorescence polarization; inhibition, % at 8.92 µM; AID 720543;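 active means inhibition exceeding the mean over every tested compound plus 3 SD, cut at about 30% in these data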;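 further: 0% = plate median of compound wells and 100% = S159A mutant with DMSO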
#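 Test system: mABHD4 protein | Buffer or medium: HEPES pH 7.0 buffer, 150 mM NaCl, 0.01% Pluronic F-127 | Probe or stimulus: FP-Rh fluorescent activity-based probe, added after compound pre-incubation | Timing: Pre-incubation 45 min, probe exposure 60 min, at 25 °C | Technique: Fluorescence polarization, excitation 525 nm, emission 598 nm, BODIPY TMR filters | Repeats: Single well per compound (singlicate)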
# * marks the source's active call; other numbers are inactive results; nt = not tested or not shown.
(1) Cc1ccc(NC(=O)C2CC(=O)N(Cc3ccccc3)C2)nc1 (stereo unspecified)
(2) COc1cccc(CNC(=O)CN2C(=O)COc3ccc(S(=O)(=O)N4CCCC4)cc32)c1
(3) O=C(c1ccc2nccnc2c1)N1CCCC(Nc2ccc(F)c(F)c2)C1 (stereo unspecified)
(4) CCOC(=O)c1oc2ccccc2c1NC(=O)c1cccs1
(5) COc1ccc(C(=O)/C=C/C(=O)N(CC(=O)NC2CCCCC2)Cc2ccc(F)cc2)c(O)c1
(6) Cc1ccc(O)c(NC(=O)c2noc3c2CCCCC3)c1
(7) O=C1Cc2ccccc2C(c2ccccc2)N1 (stereo unspecified)
(8) CNS(=O)(=O)c1cccc(C(=O)NCC2(N3CCCCC3)CCCCC2)c1

screen / no.	1	2	3	4	5	6	7	8
PG9 binder	3.1	-1.1	-0.5	-6.4	2.4	0.1	-1.6	-1.7
rCAG binder	1	-1	-3	3	6	-1	-3	1
LEDGF integ inh	6	-4	-1	0	-3	5	-3	1
TDP2 absorb	-12	4	4	0	-8	4	1	-9
SIAE inh	0	-4	4	-6	-18	7	3	-4
TCR CD3 inh	4	3	1	4	2	5	3	-2
PRMT1 FP inh	0	1	1	-1	19	-2	-1	2
HTRA1 inhibitor	-7	2	-4	-9	-32	5	1	4
NR1D1 modulator	5	-4	-8	7	7	3	-1	1
mABHD4 FP	0	-3	1	-2	-3	-4	1	3

(9) CCOc1ccc(NC(=O)Cn2c(=O)n(CC3CCCO3)c(=O)c3ccccc32)cc1 (stereo unspecified)
(10) COc1ccccc1CN1CC(C(=O)NCC2CCCO2)CC1=O (stereo unspecified)
(11) c1ccc(C[C@H]2COc3c4ccccc4nn32)cc1
(12) Clc1cccc(OCCCN2CCCC2)c1Cl
(13) Fc1cccc(Cl)c1C1Nc2cccc3cccc(c23)N1
(14) O=C(CC1SC(=O)N(c2ccccc2)C1=O)Nc1ccccc1 (stereo unspecified)
(15) COc1ccc(C2=CC(c3ccc(OC)c(OC)c3)NC(=S)N2)cc1 (stereo unspecified)
(16) c1ccc2c(c1)OCC(c1nnc3sc(-c4cnccn4)nn13)O2 (stereo unspecified)

screen / no.	9	10	11	12	13	14	15	16
PG9 binder	-0.4	1.1	-1.3	-3.9	-1.9	-3.7	0.5	-2.4
rCAG binder	-3	-1	3	-4	26	26	16	11
LEDGF integ inh	0	2	-1	-2	5	2	-2	-3
TDP2 absorb	1	-2	2	-1	18	-12	3	15
SIAE inh	5	0	3	-2	15	26*	-6	4
TCR CD3 inh	5	4	-3	1	14	-7	2	8
PRMT1 FP inh	-6	1	0	3	33*	81*	8	5
HTRA1 inhibitor	5	4	nt	0	50*	0	-13	10
NR1D1 modulator	1	1	-4	7	-29	-4	0	-3
mABHD4 FP	-3	5	1	2	57*	2	2	6

(17) CC(C)(c1ccccc1)c1ccc(OCCCN2CCNCC2)cc1
(18) CCc1ccc(S(=O)(=O)NCCc2cn3ccsc3n2)s1
(19) Cc1nnc(SCC(=O)Nc2ccc(N3CCOCC3)cc2)o1
(20) Cc1cc(C)c2sc(N(CCCN(C)C)C(=O)COc3ccc(Cl)cc3)nc2c1
(21) C[C@H]1CN([C@@H](C)CO)C(=O)CCCn2nncc2CO[C@@H]1CN(C)C(=O)Nc1ccc(N2CCN(C)CC2)cc1
(22) Cc1cc(NS(=O)(=O)c2ccc(Cl)cc2)nn1CC(=O)NCc1ccco1
(23) Cc1c(Cc2ccccc2)c(=O)oc2c(C)c(OCc3nn[nH]n3)ccc12
(24) Cc1cc2c(ccc3c2no[n+]3[O-])nn1

screen / no.	17	18	19	20	21	22	23	24
PG9 binder	-2.9	-0.7	-0.5	1.5	-0.5	-1.4	0.6	-0.7
rCAG binder	8	1	2	8	5	6	59*	0
LEDGF integ inh	1	0	1	-3	-1	-1	5	-1
TDP2 absorb	11	6	8	-15	-4	11	3	7
SIAE inh	5	-1	3	-1	12	2	-10	-4
TCR CD3 inh	0	0	2	-8	3	4	3	-2
PRMT1 FP inh	3	-1	2	5	0	0	2	3
HTRA1 inhibitor	11	6	-4	-18	nt	3	-21	4
NR1D1 modulator	-2	-2	4	1	-4	0	2	-2
mABHD4 FP	22	-3	5	7	4	0	-24	-3

(25) CCCCCC(=O)N1CCCCC1
(26) COC(=O)C[C@@H]1CC[C@H](NC(=O)Nc2ccc(OC)cc2)[C@@H](CO)O1
(27) CN(C(=O)CC1C(=O)NCCN1C/C=C/c1ccccc1)C1CCOCC1 (stereo unspecified)
(28) CCCCc1cccc2[nH]cc(C)c12
(29) c1ccc(CCn2nnnc2C(c2cccnc2)N2CCN(c3nc4ccccc4s3)CC2)cc1 (stereo unspecified)
(30) COC(=O)Cc1nnn2c1[C@@H](C)[C@@H](c1ccccc1Br)O[C@@H](C)C2
(31) O=C(COC(=O)c1cccnc1Cl)c1cccc(Cl)c1
(32) CCCn1c(SCCN2CCOCC2)nc2c1c(=O)n(C)c(=O)n2C

screen / no.	25	26	27	28	29	30	31	32
PG9 binder	-1.3	0.1	1.4	nt	-1.7	0.2	-1.4	-0.8
rCAG binder	2	4	2	6	2	3	-2	-8
LEDGF integ inh	-4	0	2	0	-4	-5	1	-5
TDP2 absorb	-6	3	-7	4	-15	-3	2	1
SIAE inh	-11	-2	0	7	-6	-4	-2	0
TCR CD3 inh	5	6	3	nt	-6	1	5	12
PRMT1 FP inh	0	-2	-6	1	6	3	-2	-5
HTRA1 inhibitor	4	nt	4	nt	-25	nt	4	2
NR1D1 modulator	4	-1	0	2	6	-4	7	6
mABHD4 FP	-2	0	-6	-2	-12	0	-1	1

(33) Cc1nn(CCC(=O)NNC(=O)Nc2ccc(F)cc2)c(C)c1[N+](=O)[O-]
(34) Cc1ccc(OCCOCCN2CCCCC2)c([N+](=O)[O-])c1
(35) O=C(Nc1ccc(Cl)c(Cl)c1)N1CCSC1c1ccco1 (stereo unspecified)
(36) Cc1ccc2cc(C#N)c(N3CCCN(S(=O)(=O)c4ccccc4)CC3)nc2c1
(37) O=C1COc2ccc(C(=O)COC(=O)/C=C/c3ccc(Br)o3)cc2N1
(38) CC(NC(=O)c1ccccc1Cl)C(=O)Nc1ccc2c(c1)OCO2 (stereo unspecified)
(39) Cn1nc(C(F)(F)F)c(C(=O)Nc2ccc(F)cc2F)c1Oc1cccc(Cl)c1
(40) Cc1ccc(S(=O)(=O)c2cn(Cc3ccc(F)cc3)c3cc4c(cc3c2=O)OCO4)cc1

screen / no.	33	34	35	36	37	38	39	40
PG9 binder	nt	-2.9	-0.2	2.4	-0.3	0.1	0.3	-2.2
rCAG binder	0	-3	4	5	23	7	-3	14
LEDGF integ inh	3	1	-2	1	24*	1	1	0
TDP2 absorb	5	1	6	-2	-1	6	7	-6
SIAE inh	-1	3	-16	-3	1	11	0	-2
TCR CD3 inh	nt	1	10	0	22*	-1	-1	-7
PRMT1 FP inh	-2	-1	11	4	37*	3	0	4
HTRA1 inhibitor	nt	-2	-33	-28	0	12	-18	-18
NR1D1 modulator	7	-2	7	7	-28	7	-1	-7
mABHD4 FP	0	3	-21	-5	-1	9	-8	11

(41) O=C(O)C1CCCN1S(=O)(=O)c1cccc2nsnc12 (stereo unspecified)
(42) Cc1cccc(Cl)c1NC(=S)NN
(43) Cc1cccc(NC(=O)CSc2cn[nH]n2)c1
(44) O=C(c1cc(C2CCCCN2S(=O)(=O)c2cccs2)on1)N1CCOCC1 (stereo unspecified)
(45) CC1CCCC(C)N1C(=O)CSc1nnnn1-c1cccc2c1CCCC2 (stereo unspecified)
(46) CC(=O)NCCc1ccc(S(=O)(=O)N2CCCC2)cc1
(47) COc1ccc(Nc2oc(-c3ccc(OC)cc3)nc2C#N)cc1
(48) COc1cccc(Cl)c1NC(=O)N1CCc2c([nH]c3ccccc23)C1C(F)(F)F (stereo unspecified)

screen / no.	41	42	43	44	45	46	47	48
PG9 binder	-0.2	-2.8	1.4	0.7	-0.1	0.4	-0.2	1.0
rCAG binder	0	-1	1	0	0	1	0	-4
LEDGF integ inh	0	5	2	-2	-1	2	2	-2
TDP2 absorb	4	-6	9	5	6	2	5	-7
SIAE inh	0	-3	-1	2	2	1	3	-3
TCR CD3 inh	4	-2	0	2	7	0	11	7
PRMT1 FP inh	-1	0	-1	1	-1	0	-2	2
HTRA1 inhibitor	-3	-1	0	nt	-15	-1	15	-36
NR1D1 modulator	2	2	-6	-9	1	-1	-1	3
mABHD4 FP	-5	7	2	2	-1	1	-1	2

# 6 compounds out of the list above, sorted by their value in NR1D1 modulator, lowest first:
cpd	Compound	NR1D1 modulator
44	O=C(c1cc(C2CCCCN2S(=O)(=O)c2cccs2)on1)N1CCOCC1 (stereo unspecified)	-9
43	Cc1cccc(NC(=O)CSc2cn[nH]n2)c1	-6
47	COc1ccc(Nc2oc(-c3ccc(OC)cc3)nc2C#N)cc1	-1
45	CC1CCCC(C)N1C(=O)CSc1nnnn1-c1cccc2c1CCCC2 (stereo unspecified)	1
42	Cc1cccc(Cl)c1NC(=S)NN	2
48	COc1cccc(Cl)c1NC(=O)N1CCc2c([nH]c3ccccc23)C1C(F)(F)F (stereo unspecified)	3

# (continued)
(49) CC1CCCN(C(=O)COC(=O)CNS(=O)(=O)c2ccc3ccccc3c2)C1 (stereo unspecified)
(50) CN(C)[C@@H](CO)c1nnc([C@H](CC(=O)O)NC(=O)C2CCNCC2)o1
(51) CCOC(=O)N1C(=O)[C@@](c2ccc(Cl)cc2)(C(C)C)N1C(=O)OCC
(52) C[C@@H]1ON(C)[C@H]2C[C@H]3c4cc(N5CCOCC5)ccc4CCN3C(=O)[C@@H]12
(53) CCN(CC)S(=O)(=O)c1ccc(/C=C/C(=O)Nc2ccc(Br)cc2F)cc1
(54) O=C(Nc1nnc(SCC(=O)N2CCCc3ccccc32)s1)c1cccc2ccccc12
(55) CN1CCN(C(=S)NC(CC(=O)c2ccccc2)c2ccccc2)CC1 (stereo unspecified)

screen / no.	49	50	51	52	53	54	55
PG9 binder	-2.4	-2.0	1.6	-1.4	-2.6	-1.9	0.7
rCAG binder	-4	1	-2	3	9	2	-3
LEDGF integ inh	-2	-2	-3	3	-2	-2	-1
TDP2 absorb	3	1	5	11	-2	7	6
SIAE inh	-3	-2	-1	3	-53	-16	0
TCR CD3 inh	6	-2	2	-4	7	4	8
PRMT1 FP inh	2	0	1	0	-3	1	-1
HTRA1 inhibitor	-3	1	-16	4	-29	-6	7
NR1D1 modulator	-3	-3	-4	-7	0	17	-5
mABHD4 FP	-4	1	12	3	-14	-4	-6

# Quoted from the listing:
# PRMT1 FP inh with `C[C@@H]1ON(C)[C@H]2C[C@H]3c4cc(N5CCOCC5)ccc4CCN3C(=O)[C@@H]12` → 0
# PG9 binder with `CCN(CC)S(=O)(=O)c1ccc(/C=C/C(=O)Nc2ccc(Br)cc2F)cc1` → -2.6

# An excerpt (hit frequency here may not be typical).
